Assay outcomes deposited in PubChem BioAssay by several laboratories.
Pf gamet viab: P. falciparum stage V gametocyte viability inhibition. P. falciparum stage V gametocytes, ATP luminescence, 24 h. inhibition, % at 10.9 µM. actives 0.065% (n = 150,000);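 active = inhibition above the mean plus 3 SD of compounds within the control limits, set per campaign, cut at about 38% in these data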;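 also: 0% = DMSO wells and 100% = medium only without gametocytes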
Mcl1 Noxa PPI: disrupts binding of human Mcl-1 to Noxa peptide; Q07820; TR-FRET Mcl-1/Noxa peptide binding, 2 h; inhibition, % at 21.7 µM; actives 1.5% (n = 220,000); AID 1022;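 active = compounds that cut the protein-peptide binding signal by more than 50% relative to plate controls in a single-dose test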;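 also: His-tagged Mcl-1 with rhodamine Noxa BH3 peptide and terbium anti-His antibody; 0% = Mcl-1 plus Noxa peptide wells and 100% = peptide-only wells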
Target sequence (Q07820 whole entry, looked up): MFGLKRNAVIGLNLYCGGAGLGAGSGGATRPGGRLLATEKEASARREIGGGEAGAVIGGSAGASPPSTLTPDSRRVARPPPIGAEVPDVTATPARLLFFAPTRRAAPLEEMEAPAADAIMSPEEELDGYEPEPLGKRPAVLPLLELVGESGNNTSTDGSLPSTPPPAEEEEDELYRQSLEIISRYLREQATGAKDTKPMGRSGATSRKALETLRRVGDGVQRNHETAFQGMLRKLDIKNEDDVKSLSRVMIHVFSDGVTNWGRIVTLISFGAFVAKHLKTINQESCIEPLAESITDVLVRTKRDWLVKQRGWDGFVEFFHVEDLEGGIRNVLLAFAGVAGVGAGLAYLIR
Mcl1 Bid PPI: Mcl-1/Bid interaction inhibition | actives 0.97% (n = 220,000) | TR-FRET Mcl-1/Bid-Dy647 peptide binding, 1536-well | inhibition, % at 21.7 µM | Q07820;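 active = compounds that cut the binding signal by more than half at the single screening dose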;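 also: His-tagged Mcl-1 with europium anti-His antibody binding Bid BH3 peptide; 0% = Mcl-1 plus peptide wells and 100% = peptide-only wells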
Avidin fluor: compound fluoresces at 488/530 nm on avidin beads; compound fluorescence 488/530 nm, flow cytometry; active compounds read high; actives 0.38% (n = 220,000); fluorescence (KMESF) at 10 µM; AID 1775; in the data active = fluorescence above about 47; also: inactives centre near 10
* hit, by the source's call.

SMILES	Pf gamet viab	Mcl1 Noxa PPI	Mcl1 Bid PPI	Avidin fluor
CCNC(=O)COC(=O)CCC(=O)c1ccc(F)cc1	23	-7	-5	8
N#C/C(=C\c1c(Cl)cccc1Cl)c1nn(-c2ccccc2)c(-n2cccc2)c1C#N	-3	6	-9	6
O=C(CSc1n[nH]c(=O)n1C1CC1)N1N=C(c2ccc(Cl)cc2)CC1c1ccco1 (stereo not drawn)	-19	-6	-21	10
N#CC1=C2N=C(N)c3ccccc3N2C2=C(C(=O)CCC2)C1c1ccc(F)cc1 (stereo not drawn)	-5	-12	-73	6
CN(Cc1ncc[nH]1)Cc1cn(-c2ccccc2)nc1-c1ccc2c(c1)OCO2	7	15	-37	5
O=c1c2ccccc2c(C=Nc2ccccc2O)c(O)n1-c1nccs1	9	26	-23	8
CC(C)c1cccc(C(C)C)c1NC(=S)Nc1cccc(Cl)c1	-2	11	-6	5
Cc1cccc(N=C2NC(=O)/C(=C/c3cccnc3)S2)c1	-5	13	-27	7
Cc1nc(-c2nc(CC(=O)NNC(=O)c3ccc(Cl)cc3)cs2)cs1	-13	-14	3	9
COc1cc(S(=O)(=O)N(Cc2cccnc2)Cc2cccc(OC)c2OC)ccc1-n1cnnn1	-5	9	-6	6
c1cc(-c2nsc(-c3ccncc3)n2)ccn1	4	-16	-32	11
CCc1nc(N[C@H](C(=O)O)C(C)C)c2oc3ccccc3c2n1	9	-6	-8	13
COC(=O)c1cc(Nc2cc(C)c3c(O)cccc3n2)cc(C(=O)OC)c1	-10	56*	-18	8
Cn1c2ccccc2c2cc(/C=C(\NC(=O)c3ccccc3)C(=O)NCC(=O)O)ccc21	-1	6	-1	8
COc1cc2cc(Oc3ccc4ccc(=O)oc4c3)c(=O)oc2cc1OC(=O)/C=C/c1ccccc1	23	-16	-47	12
O=[N+]([O-])c1ccc(-c2ncc(-c3ccc(Br)cc3)o2)cc1	14	25	26	8
CC(C)C[C@H](CO)Nc1nc(Nc2cccc(Cl)c2)c2ncn(C(C)C)c2n1	-19	-13	-25	12
COC(=O)c1ccc(NCC(=O)Nc2cc(C)cc(C)c2)cc1	-4	20	-14	8
CSc1sc(C(=O)NCC2CC2)c(-c2cccs2)c1C#N	-12	-20	8	5
CC(C)C1Cc2c(sc3c2c(=O)n(-c2ccccc2)c2n[nH]c(=S)n32)CO1 (stereo not drawn)	0	20	-69	6
CC(=O)[C@H]1[C@H](CCc2ccccc2)NC(=O)N(Cc2ccccc2)[C@@H]1C	-11	-15	-42	14
CC1c2ccsc2CCN1C(=O)NC(=O)c1ccc(Cl)cc1 (stereo not drawn)	-11	9	7	6
COc1ccc(CCN2C(=O)CSC2=Nc2ccc(C)cc2C)cc1OC	-7	-16	-3	9
CC(=O)c1sc2nc(C)c3c(c2c1N)CCCC3	2	13	-47	8
COC(=O)C1=C(C)N(c2ccccc2)/C(=C/c2ccco2)C1=O	4	-21	-26	3
NS(=O)(=O)c1ccc(CCNC(=O)C(=O)C2C(=O)Nc3ccccc32)cc1 (stereo not drawn)	-4	0	-10	6
Cn1c(=O)c2c(ncn2CCC(=O)N/N=C/c2ccccc2)n(C)c1=O	7	7	-4	3
Nc1cccc(S(=O)(=O)Nc2ccc(SC(F)F)cc2)c1	-3	5	-2	5
CCCCC(=O)NC1(C(F)(F)F)NC(=O)N(C)C1=O (stereo not drawn)	-17	-9	-22	9
CN(Cc1ccccc1)C(=O)N1CCOCC1	10	12	-9	3

Structures shown so far containing an aryl thioether with sulfur outside any ring, in the order listed:
SMILES	Pf gamet viab	Mcl1 Noxa PPI	Mcl1 Bid PPI	Avidin fluor
O=C(CSc1n[nH]c(=O)n1C1CC1)N1N=C(c2ccc(Cl)cc2)CC1c1ccco1 (stereo not drawn)	-19	-6	-21	10
CSc1sc(C(=O)NCC2CC2)c(-c2cccs2)c1C#N	-12	-20	8	5
Nc1cccc(S(=O)(=O)Nc2ccc(SC(F)F)cc2)c1	-3	5	-2	5

(more compounds)
SMILES	Pf gamet viab	Mcl1 Noxa PPI	Mcl1 Bid PPI	Avidin fluor
COC(=O)CN(c1cc(Cl)ccc1OC)S(=O)(=O)c1ccc(C)cc1	-22	6	-31	7
O=C(COc1cccc2cccnc12)N/N=C/c1cccn1-c1ccc(F)cc1	9	17	-47	5
CCC1=C(OC(=O)N(CC)CC)N2C(=O)OC(=NCC(=O)OC)[C@]2(C)[C@H]2C1=CC[C@H]1C(=O)N(CC(=O)OC)C(=O)[C@H]12	11	1	-18	10
CCNc1nc(NCC)nc(N/N=C/c2cc(OC)c(OC)c(OC)c2)n1	12	7	-17	8
COC(=O)[C@H](CCSC)NC(=O)Nc1cccc(C)c1C	-13	-19	-42	5
Cc1cccc(OCC(=O)NCC(=O)N/N=C/c2cccnc2)c1	-1	4	-28	9
NNC(=O)c1csc(COc2cc(Cl)cc(Cl)c2)n1	-7	2	6	15
C=CCn1c(=S)sc2c(=O)[nH]cnc21	-14	7	-20	4
COCCOn1c(SCCOC)nc2ccccc2c1=O	-38	-1	20	8
O=C(COC(=O)CCc1nc2ccccc2c(=O)[nH]1)Nc1ccc2c(c1)OCO2	6	25	-16	6
CCc1ccc(NC(=S)NCc2cccnc2)cc1	-1	-7	-25	4
O=C(Nc1ccc(S(=O)(=O)Nc2nccs2)cc1)c1cccc(S(=O)(=O)N2CCOCC2)c1	5	3	-82	8
Cc1onc(-c2c(F)cccc2Cl)c1-c1nnc(-c2cccc3ccccc23)o1	10	3	-4	7
Cc1cc(C)cc(NC(=S)N2CCN(c3ncc(C(F)(F)F)cc3Cl)CC2)c1	-1	2	-15	7
Cc1ccccc1C(=O)Nc1nnc(CC(=O)N/N=C/c2cn(Cc3ccccc3)c3ccccc23)s1	-5	5	-58	8
CN(C)S(=O)(=O)c1ccc(Cl)c(NC(=O)COC(=O)/C=C/c2cnc3ccccc3n2)c1	11	4	-19	7
COc1cccc(OC)c1CN(C)C(=O)c1cnccc1C(F)(F)F	-3	-21	-18	2
S=C(N/N=C/c1ccccc1Cl)Nc1cccc(Cl)c1Cl	-1	-29	-37	8
CCS(=O)(=O)c1ccc(O)c(NC(=O)CCCC(=O)O)c1	-4	6	-29	7
Cc1onc(-c2ccccc2)c1CNS(=O)(=O)c1ccccc1[N+](=O)[O-]	1	13	-7	6

Ordered by the number under Mcl1 Bid PPI (smallest number first): six of the compounds above.
Compound	Mcl1 Bid PPI
O=C(Nc1ccc(S(=O)(=O)Nc2nccs2)cc1)c1cccc(S(=O)(=O)N2CCOCC2)c1	-82
Cc1ccccc1C(=O)Nc1nnc(CC(=O)N/N=C/c2cn(Cc3ccccc3)c3ccccc23)s1	-58
S=C(N/N=C/c1ccccc1Cl)Nc1cccc(Cl)c1Cl	-37
COc1cccc(OC)c1CN(C)C(=O)c1cnccc1C(F)(F)F	-18
Cc1cc(C)cc(NC(=S)N2CCN(c3ncc(C(F)(F)F)cc3Cl)CC2)c1	-15
Cc1onc(-c2c(F)cccc2Cl)c1-c1nnc(-c2cccc3ccccc23)o1	-4

Next part.
SMILES	Pf gamet viab	Mcl1 Noxa PPI	Mcl1 Bid PPI	Avidin fluor
O=[N+]([O-])c1cc(S(=O)(=O)Nc2cccc(Cl)c2)ccc1N/N=C/c1ccc(N2CCOCC2)cc1	11	11	-41	8
COc1cccc(/C=N/NC(=O)c2oc3nc(-c4ccccc4)cc(-c4ccco4)c3c2N)c1	22	17	-22	8
COc1ccc(C2=NOC(CNC(=O)c3ccccc3Br)C2)c(OC)c1 (stereo not drawn)	6	-6	-11	9
CCn1c(NC(=O)c2ccccc2F)c(-c2cccs2)c(=O)c2ccccc21	2	-2	-13	8
Cc1ccc(-c2csc(-c3cc(C)on3)n2)cc1	3	-2	-3	12
CN(Cc1ccccc1)S(=O)(=O)c1cn(C)cn1	-17	11	1	6
CNC(=O)OCCSCCS(=O)(=O)c1ccc(Cl)cc1	4	-7	1	6
O=C(Oc1ccc(-c2csnn2)cc1)c1cccs1	-2	7	-10	4
COc1ccc(-c2ccc(/C=N/NC(=O)Cc3nnc(N)s3)o2)cc1Cl	-18	39	-16	19
CC(C)C1Cc2nc(Cl)c(C#N)cc2CO1 (stereo not drawn)	-4	-26	-17	8
COc1cc(/C=C(/C#N)C(=O)c2c(C)[nH]c3ccccc23)ccc1OCC#N	5	16	-9	9
CC(=O)NNC(=O)CN1C(=O)/C(=C/c2ccccc2)SC1=S	-9	-13	-85	6
COCCNC(=O)c1cn(C(C)c2ccccc2F)nn1 (stereo not drawn)	-10	-6	-44	8
CCCCn1c(-c2ccco2)nc2oc3ccccc3c(=O)c2c1=O	-2	2	2	2
COc1ccc(-c2cc(C(=O)Nc3ccc(O)cc3)c3ccccc3n2)cc1OC	6	32	54*	9
CC(C)(C)OC(=O)NCCCCCc1nnc(SCc2ccccc2F)o1	-3	9	-5	7
COc1cc(/C=N/NC(=O)c2ccc(O)cc2)ccc1OCC(=O)N1CC(C)OC(C)C1 (stereo not drawn)	-7	40	-27	6
Cc1ccc(/C=N/NC(=O)CN2CCN(Cc3ccccc3)CC2)o1	-33	24	-22	6
Cc1oc(-c2ccc(Cl)cc2)cc1C(=O)/C(C#N)=C/Nc1ccccc1	6	2	-9	4
CCOC(=O)c1cnn(-c2ccc([N+](=O)[O-])cc2)c1N	-6	14	-12	6
FC(F)Oc1ccc(-n2cc(-c3ccc(Cl)cc3)[n+]3c2CCCCC3)cc1	-10	3	-18	6
Nn1c(C2COc3ccccc3O2)n[nH]c1=S (stereo not drawn)	-12	5	-4	6
Cc1ccc(-c2[nH]ncc2/C=N/n2c(C)nc3ccccc3c2=O)cc1	11	-24	-8	3
Cc1nc(C)c(Oc2ccc(Cl)cc2Cl)c(=O)[nH]1	-24	6	-5	6
CCn1c(O)c(/C=N/N=C/c2ccc(OC)cc2)c2cc(C3=NNC(=O)CC3)ccc21	11	30	35	6
Cc1ccc[n+](-c2nc3ccccc3nc2[N-]S(=O)(=O)c2ccccc2)c1	9	-10	-19	8
S=C(NCCCN1CCOCC1)N1CCOCC1	14	-11	-63	7
CN(C)n1cccc1/C=C(\C#N)S(=O)(=O)c1ccc(Cl)cc1	3	12	-17	8
CCCCCc1n[nH]c2c1CCCC2	-12	6	-18	5
CC(C)OCCCN1C=C2C(=O)C(C)(OC(=O)CCc3ccccc3)C(=O)C=C2C=C1c1ccc(C#N)cc1 (stereo not drawn)	15	-2	-66	9
Cc1nc(C(=O)NC2CCOCC2)sc1C1(C)CC(c2cccc([N+](=O)[O-])c2)=NO1 (stereo not drawn)	1	9	-10	14
CCOC(=O)c1ccc(NC(=O)c2nc[nH]c2C(=O)N2CCN(c3ccccc3)CC2)cc1	14	11	-4	8
CSc1sc(C(=O)NNC(=O)c2ccc(Cl)cc2)c2c1C=CCC2	11	0	0	6
O=C(NC(=S)Nc1ccccc1[N+](=O)[O-])c1ccccc1	10	41	-69	6
C[C@@H]1OC(Nc2ccc(N=Nc3ccccc3)cc2)[C@H](O)[C@H](O)[C@H]1O (stereo partly drawn)	14	8	-17	5
Cc1cc(C(C)(C)C)ccc1NC(=O)CC(C)(C)CC(=O)O	-33	7	7	7
CN(C)C(=S)NC(=O)C12CC3CC(C)(CC(C)(C3)C1)C2	-10	-2	-65	2
O=C(O)C1(P(=O)(c2ccccc2)c2ccccc2)CCCC1	-16	-4	-3	8
COc1cc(/C=N/NC(=O)c2cc(-c3ccccc3)sc2N)cc(OC)c1OC	-1	16	-101	7
CC(C)(C)NC(=O)C1CCC(CNc2c(N3CCCCC3)c(=O)c2=O)CC1 (stereo not drawn)	1	-5	-32	4
O=C(Nc1ccc2c(c1)OCCO2)c1cccnc1Oc1ccccc1	8	-7	-10	5
Cn1nc(C(F)(F)F)c(-c2ccccc2)c1NC(=O)CCC(=O)O	-12	39	26	4
COc1cccc(C(=O)N(Cc2cccs2)C2CCS(=O)(=O)C2)c1 (stereo not drawn)	20	4	-14	7
S=c1c2c(nc3nc[nH]n13)CCC2	18	-2	-9	6
Cc1cc(Cl)ccc1OCC(=O)Nc1ccccc1NS(=O)(=O)c1cccs1	10	15	-44	8
CN(/N=C/c1ccc(Cl)cc1Cl)c1ncc(Cl)cc1C(F)(F)F	-6	-33	-14	5
CC(C)CC(=O)N/N=C/c1c(N)n(C)c(=O)n(C)c1=O	2	-11	-5	16
Cn1ncc([N+](=O)[O-])c1C(=O)NCc1ccccc1	-3	7	-9	6
Cc1nn2c(NCCCn3ccnc3)cc(C(C)C)nc2c1-c1ccccc1	12	-60	-92	6
COc1ccccc1N1CN(Cc2ccccc2)CNC1=S	0	-5	-31	6
Next part.
SMILES	Pf gamet viab	Mcl1 Noxa PPI	Mcl1 Bid PPI	Avidin fluor
Cc1ccc(C)c(OCC(=O)O/N=C(\N)c2cccnc2)c1	1	-4	-17	6
O=C1Nc2ccccc2N=C(c2ccccc2)c2ccccc21	-18	-3	-26	3
S=c1[nH]nc(Nc2cccc3ccccc23)s1	-45	8	-21	6
CCN(CC)CCNC(=O)c1ccc2c(c1NCCO)C(=O)c1ccccc1C2=O	-34	37	-22	2
Nn1c(SCc2ccccc2)nnc1C1CCCCC1	-11	20	-59	8
COc1ccc(SC[C@H](Cc2ccccc2)N2CCN(CCc3ccccc3)CCC2=O)cc1	-4	2	-77	9
O=[N+]([O-])c1ccc2c(c1N1CCCCC1)=NC1(CCCCC1)[N+]=2[O-]	10	42	-28	6
O=C(CSc1nccc(-c2cccs2)n1)Nc1cccc(Cl)c1Cl	15	8	-4	8
Cc1sc2nc(SCc3ccc(C(=O)O)cc3)n(Cc3ccco3)c(=O)c2c1C	28	24	-14	3

The list is partial; the hit share may differ from the screen's.
